NCI-60 one-dose screen, 48 h, at 10 µM unless noted. Numbers give growth in % (100 = growth as untreated, 0 = no growth, -100 = all killed).
HT29: HT29 colon cancer; AID 1794748; 7.4% of 81,000 active
SF-268: SF-268 CNS cancer cells; 3.1% of 82,000 active; AID 1794759
HCC-2998: HCC-2998 colon cancer. 4.7% of 79,000 active. AID 1794799
SW-620: SW-620 colon cancer; 5.2% of 82,000 active; AID 1794795
HCT-15: HCT-15 colon cancer | 5.2% of 82,000 active | AID 1794746
SNB-19: SNB-19 CNS cancer cells; 2.5% of 81,000 active; AID 1794751
SNB-75: SNB-75 CNS cancer; 5% of 79,000 active
KM12: KM12 colon cancer cells | 5% of 82,000 active | AID 1794800
HCT-116: HCT-116 colon cancer; 7.3% of 82,000 active; AID 1794798
An asterisk follows results filed as active; nt = not tested or not shown; & = joins results of further samples; [ ] = dose if it differs, or a comment. Rule for the calls: active = growth percent below 10; inactive = the rest.

no.	Structure	HT29	SF-268	HCC-2998	SW-620	HCT-15
1	Nc1ccc(N=Nc2ccc(N=Nc3c(S(=O)(=O)O)cc4cc(S(=O)(=O)O)c(N=Nc5ccc(N=Nc6ccc(N)cc6N)cc5)c(O)c4c3N)cc2)c(N)c1	132	112	113	123	103
2	CC(C)(C)c1cc(C(C)(C)C)cc(S(=O)(=O)N2CCC[C@H]2C(=O)NCCN)c1	72	89	83	97	99
3	O=C(Oc1c(Cl)c(Cl)c(Cl)c(Cl)c1Cl)C1CCCN1C(=O)OCc1ccccc1 (stereo not drawn)	89	42	49	22	15
4	COc1cc(C2CCc3nc4ccccc4n32)cc(OC)c1OC (stereo not drawn)	110	102	107	99	97
5	C#CCOc1ccc(/C=N\Nc2nc(-c3ccc(Br)cc3)cs2)cc1OC	89	98	106	102	87
6	N#C/C(=C\c1ccc(-c2ccccc2Cl)o1)c1nc(-c2ccc(F)cc2)cs1	113	108	110	107	108
7	COc1cc2c(cc1[N+](=O)[O-])-c1ccc([N+](=O)[O-])cc1/C2=N/NC(N)=S	49	74	73	41	72
8	Clc1ccc(Nc2ccnc3[nH]c4ccc(Br)cc4c23)cc1	78	89	110	101	85
9	COC(=O)CN(CC(=O)OC)C(=O)c1ccccc1	106	105	113	102	102
10	COc1ccc(Oc2ccc(/C=N/NC(=O)CSc3nc4ccccc4c(=O)n3-c3ccc(Cl)cc3)cc2)cc1	16	58	83	44	56

no.	SNB-19	SNB-75	KM12	HCT-116
1	126	97	102	111
2	86	68	96	97
3	26	36	24	16
4	94	77	100	99
5	96	107	90	87
6	103	89	102	100
7	59	49	71	34
8	95	98	84	91
9	110	91	102	105
10	62	42	77	13

Carrying on:
no.	Structure	HT29	SF-268	HCC-2998	SW-620	HCT-15
11	COc1ccc(C/C(C)=C(\c2ccc(Cl)cc2)c2ccc(OCCN3CCOCC3)cc2)cc1	86	90	107	87	92
12	N#C/C(=C\c1ccc(-c2ccc(Cl)cc2Cl)o1)C(=O)Nc1ncc(Cc2ccc(Cl)cc2)s1	102	106	111	102	106
13	Cc1ccc(-c2nc(/C=N/Nc3cc(C)nc4ccc(Cl)cc34)c(C)o2)cc1	-78*	-53*	-53*	-70*	-68*
14	CCCCSc1nnc(-c2ccc(-c3ccc(Cl)cc3)nc2C)o1	97	103	100	101	93
15	COc1cc(C2SC(C)C(=O)N2NC(=O)C(O)(c2ccccc2)c2ccccc2)cc([N+](=O)[O-])c1O (stereo not drawn)	111	108	96	107	118
16	CC(=O)N/N=C(/C)c1cccs1	107	100	104	97	100
17	CC1=NNC(=O)C1	108	106	130	115	108
18	COc1cc2ccc(NC(C)=O)cc2cc1OC	107	115	113	108	101
19	CC1=C(C(=O)c2ccccc2)C(c2c(O)cc(O)cc2O)n2c(nc3ccccc32)N1 (stereo not drawn)	119	102	116	nt	100
20	O=c1cccc(O)[nH]1	100	102&87	103&102	112&118	99&104

no.	SNB-19	SNB-75	KM12	HCT-116
11	97	93	90	97
12	99	95	103	99
13	-45*	nt	-58*	-54*
14	98	90	103	98
15	nt	116	106	99
16	100	76	106	98
17	110	82	111	104
18	112	86	119	114
19	96	82	102	103
20	119&103	99&90	106&105	108&76

A few values from the list.
entry 17 in SNB-19 is listed with 110
entry 13 in SNB-19 is listed with -45*
entry 20 in HCC-2998 is listed with 103&102
entry 12 in HCT-15 is listed with 106
entry 18 in SF-268 is listed with 115
entry 19 in HCC-2998 is listed with 116

The results go on.
no.	Structure	HT29	SF-268	HCC-2998	SW-620	HCT-15
21	COc1ccc(-n2c(C)c(C(C)=O)c3c(-c4ccc5c(c4)OCO5)nc4ccccc4c32)cc1O	98	83	109	89	71
22	Cc1nc(C2CC2)[nH]c(=O)c1C(=O)Nc1cccc(C(=O)Nc2cccc(C(F)(F)F)c2)c1	89	109	123	105	104
23	Cc1nc2c(N)n[nH]c(=O)n2n1	113[100 µM]	99[100 µM]	117[100 µM]	101[100 µM]	103[100 µM]
24	Cc1c(O)c(N=Nc2ccc(C(=O)O)c(O)c2)c2ccccc2c1O	97	119	118	85	117
25	COc1cccc(CNc2ccc(N3CCOCC3)c(C(=O)O)c2)c1	103	97	99	101	98
26	CNCC(N)=O	64	93	nt	82	73
27	S=c1nc[nH]c2c1ncn2-c1ccc(Cl)cc1	105	102	99	101	101
28	COc1cc(/C=C/c2cc(/C=C/c3ccc(O)c(OC)c3)n(C(=O)Nc3ccc(F)c(Cl)c3)n2)ccc1O	-34*	6.6*	9.8*	2.0*	6.6*
29	COc1cccc2cc(-c3cc4ccccc4[nH]3)/c(=N\Nc3ccc(Cl)cc3)oc12	76	91	118	91	82
30	CC(C)CN1CCC(=O)NC1=S	114&101	105&109	109&100	111&111	106&107

no.	SNB-19	SNB-75	KM12	HCT-116
21	88	83	88	81
22	95	97	104	86
23	105[100 µM]	76[100 µM]	101[100 µM]	98[100 µM]
24	105	109	98	98
25	102	92	101	82
26	92	76	72	57
27	102	nt	102	99
28	4.4*	-13*	0.1*	2.1*
29	92	nt	82	86
30	112&111	105&96	109&110	103&107

Remaining list, next part:
no.	Structure	HT29	SF-268	HCC-2998	SW-620	HCT-15
31	O=C(CSc1nc2sc3c(c2c(=O)n1-c1ccc(Cl)cc1)CCCC3)NNC(=O)c1ccc(F)cc1	107	96	113	91	92
32	O=C(CCc1nnc2sc(-c3ccc(Cl)cc3Cl)nn12)c1nc2ccccc2[nH]1	-13*	15	-90*	-34*	-32*
33	CN1CNC(=O)NC1	101	103&111	102&113	104&105	101&109
34	O=C1CCCN1c1nc(-c2ccc(-c3ccccc3)cc2)c(Br)s1	87	78	110	95	83
35	CCCc1cccc(CCC)c1O	103	109	100	104	107
36	CCN1C(=O)/C(=c2\sc3n(c2=O)NC2C(N=3)N(CC)C(=S)N2CC)c2ccccc21 (stereo not drawn)	115	92	104	104	97
37	O=C1C2C3C=CC(C3)C2S(=O)(=O)C2C3C=CC(C3)C12 (stereo not drawn)	98	102	113	106	106
38	C=CCn1c(SCC(=O)Nc2ccc(C(=O)/C=C/c3cc(OC)c(OC)c(OC)c3)cc2)nnc1-c1cc(-c2ccc(S(N)(=O)=O)cc2)nc2ccccc12	98	95	105	77	98
39	NC1(c2ccc(F)cc2)C2CC3CC(C2)CC1C3 (stereo not drawn)	97	110	113	107	96
40	CCCCCC(=O)OCCCCOC(=O)CCCCC	104	103	111	105	107

no.	SNB-19	SNB-75	KM12	HCT-116
31	32	76	101	78
32	7.7*	-46*	-27*	-85*
33	103&109	110&95	105&117	105&105
34	67	nt	81	95
35	109	118	112	115
36	96	83	105	102
37	105	97	110	99
38	74	77	60	17
39	109	102	104	95
40	104	103	111	104

Other results:
no.	Structure	HT29	SF-268	HCC-2998	SW-620	HCT-15
41	OCC(O)C(O)C(O)C(O)C(O)C(O)CO (stereo not drawn)	100	99	105	98	99
42	CC[C@@H](C[C@H](CCO)c1ccccc1)c1cc2ccccc2o1	83	91	109	90	95
43	C/C(=N/N)c1ccc(Br)cc1	115	105	106	102	98
44	Cc1cc(C)c(C)c(C)c1C	89	96	106	112	101
45	CCOC(=O)c1nc2c(Br)cc(Br)cn2c1C(=O)c1ccc(Br)cc1	95	99	99	109	102
46	O=C1OC(c2nc3ccccc3s2)=C/C1=C\c1cccc(O)c1	101	91	104	95	95
47	O=C(O)Cc1cc(I)c(Oc2ccc(O)c(I)c2)c(I)c1	72	67	70	76	38
48	COc1ccc(N=c2nc3sc4c(C)ccc(C)c4n3c(N)c2C#N)cc1	110	103	111	111	104
49	CC(NC(=O)SCc1ccccc1)C(=O)O (stereo not drawn)	107	98	92	105	98
50	COc1ccc(-c2cc(-c3ccc(OC)cc3)n(-c3ccc(-c4nnc(NCc5ccccc5)o4)cc3)n2)cc1	nt	94	109	95	96

no.	SNB-19	SNB-75	KM12	HCT-116
41	98	89	109	106
42	97	80	89	77
43	94	114	110	102
44	103	100	102	100
45	91	87	106	89
46	89	82	100	101
47	73	70	64	43
48	nt	95	96	95
49	110	88	101	99
50	91	99	97	91

Whole records, quoted from the list.
COc1ccc(N=c2nc3sc4c(C)ccc(C)c4n3c(N)c2C#N)cc1 is listed as HT29 = 110; SF-268 = 103; HCC-2998 = 111; SW-620 = 111; HCT-15 = 104; SNB-19 = nt; SNB-75 = 95; KM12 = 96; HCT-116 = 95
O=C(O)Cc1cc(I)c(Oc2ccc(O)c(I)c2)c(I)c1 is listed as HT29 = 72; SF-268 = 67; HCC-2998 = 70; SW-620 = 76; HCT-15 = 38; SNB-19 = 73; SNB-75 = 70; KM12 = 64; HCT-116 = 43

Filtered by structure: those above containing an NH in an aromatic ring (seven)
no.	Structure	HT29	SF-268	HCC-2998	SW-620	HCT-15
8	Clc1ccc(Nc2ccnc3[nH]c4ccc(Br)cc4c23)cc1	78	89	110	101	85
20	O=c1cccc(O)[nH]1	100	102&87	103&102	112&118	99&104
22	Cc1nc(C2CC2)[nH]c(=O)c1C(=O)Nc1cccc(C(=O)Nc2cccc(C(F)(F)F)c2)c1	89	109	123	105	104
23	Cc1nc2c(N)n[nH]c(=O)n2n1	113[100 µM]	99[100 µM]	117[100 µM]	101[100 µM]	103[100 µM]
27	S=c1nc[nH]c2c1ncn2-c1ccc(Cl)cc1	105	102	99	101	101
29	COc1cccc2cc(-c3cc4ccccc4[nH]3)/c(=N\Nc3ccc(Cl)cc3)oc12	76	91	118	91	82
32	O=C(CCc1nnc2sc(-c3ccc(Cl)cc3Cl)nn12)c1nc2ccccc2[nH]1	-13*	15	-90*	-34*	-32*

no.	SNB-19	SNB-75	KM12	HCT-116
8	95	98	84	91
20	119&103	99&90	106&105	108&76
22	95	97	104	86
23	105[100 µM]	76[100 µM]	101[100 µM]	98[100 µM]
27	102	nt	102	99
29	92	nt	82	86
32	7.7*	-46*	-27*	-85*

Other results follow.
no.	Structure	HT29	SF-268	HCC-2998	SW-620	HCT-15
51	CCOC(=O)/C(C#N)=C/c1ccc(C)o1	98	106	91	110	105
52	Cc1ccc(Cc2cnc(NC(=O)C3COc4ccccc4O3)s2)cc1 (stereo not drawn)	96	93	97	81	57
53	CN(CCC(=O)c1ccc(Cl)cc1)Cc1ccccc1	119	107	107	100	107
54	Nc1c(Br)cc(Br)cc1-c1n[nH]c(=O)[nH]c1=O	100	104	111	97	98
55	CCC(=O)N1CCN(c2ccc(NC(=O)COc3ccc(Cl)c(C)c3)cc2)CC1	104	104	95	102	93
56	N=C(N)c1ccc(C(=O)Nc2ccc(Cl)cc2)cc1	85	110	94	106	87
57	CC1CCCCN1CCCOc1cc([N+](=O)[O-])ccc1C#N (stereo not drawn)	90	98	99	94	97
58	C[n+]1c(/C=C/c2c[nH]c3ccccc23)ccc2ccccc21	49	73	76	49	91
59	NS(=O)(=O)c1cccc(C(=O)Nc2ccc(F)cc2)c1	102	94	94	100	99
60	COCCOC(=O)C1=C(C)NC(C)=C(C(=O)OCCOC)C1c1cccc(C#N)c1	107	95	102	101	103
61	C=C=COc1cccc(/C(N)=N/C(N)=N/c2nc3ccccc3s2)c1	107	78	102	95	84
62	COc1ncc(-c2ccc3nc(N)n(-c4ccccc4C(F)(F)F)c(=O)c3c2)cc1S(=O)(=O)Nc1ccc(F)cc1F	11	46	40	34	29

no.	SNB-19	SNB-75	KM12	HCT-116
51	100	107	106	105
52	87	79	71	87
53	116	94	105	100
54	nt	85	100	107
55	102	113	105	90
56	100	116	96	90
57	102	107	100	90
58	68	91	39	31
59	97	92	100	100
60	105	85	100	106
61	97	86	71	25
62	76	28	21	32
